SV40 large T antigen: TAg ATPase/helicase activity blockers – biochemical (AID 1903) | 0.39% of 310,000 active | one-dose inhibition, % at 20 µM; IC50 in µM for titrated hits | SV40 large T antigen ATPase/helicase inhibition assay; higher % means a stronger effect; in the data active = a potency from the dose series; inconclusive = inhibition mostly from about 32% at the one dose, without a potency; inactive = the rest, 99 in 100 with inhibition below about 32%; also: strong numbers were not always called active
Rac1 GTP hydrolysis: MgcRacGAP GTPase-activating activity inhibitors, confirmation, biochemical, ADP Hunter fluorescence | MgcRacGAP-stimulated Rac1 GTP hydrolysis, ADP Hunter fluorescence; higher % means a stronger effect; GST-tagged Rac1 F28L mutant substrate | inhibition, % at 30 µM, or IC50 in µM where a hit was titrated | 0.6% of 340,000 active;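 active = first-screen hits whose inhibition reached a set limit at any dose in the follow-up dose series; inconclusive = inhibition above the set first-screen limit but never retested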;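 also: fluorescence reports GDP produced by GAP-driven GTP hydrolysis; strong numbers were not always called active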
WT yeast gro inh: growth inhibition of WT yeast, mitochondrial fusion screen. mitochondrial fusion phenotypic screen, WT strain. inhibition, % at 10 µM. 2.1% of 190,000 active. AID 1362; in the data active = inhibition above about 58%; tested in S. cerevisiae
Myeloid diff 2: compounds promoting myeloid differentiation | ER-HoxA9 myeloid progenitors, lysozyme-GFP differentiation, flow cytometry | calls only at 10 µM | 1% of 360,000 active;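 active = normalized GFP-positive differentiation at or above the plate's own cutoff, the solvent-only control mean plus 3 SD; inconclusive = no clear call, values can overlap the other calls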;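 also: cells exposed to compound for four days before flow analysis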
West Nile antiviral: West Nile virus antiviral activity, cell-based, CPE readout (AID 1621) | West Nile virus-infected cells, CPE inhibition; higher % means a stronger effect | CPE inhibition, % at 10 µM, or IC50 in µM where a hit was titrated | 0.02% of 290,000 active; in the data active = a potency from the dose series; inconclusive = CPE inhibition mostly from about 3.7% at the one dose, without a potency; inactive = the rest, 99 in 100 with CPE inhibition below about 2.2%; also: strong numbers were not always called active
RSV CPE inhibition: RSV antiviral activity via CPE protection, HEp-2 cells, primary 10 µM value included (AID 2391). HEp-2 cells, RSV-induced CPE inhibition; higher % means a stronger effect. 0.13% of 310,000 active. one-dose CPE inhibition, % at 10 µM; IC50 in µM for titrated hits; in the data active = a potency from the dose series; inconclusive = CPE inhibition mostly from about 23% at the one dose, without a potency; inactive = the rest, 99 in 100 with CPE inhibition below about 21%; also: strong numbers were not always called active
PhoP inhibition: inhibitors of PhoP regulon expression, primary screen, Salmonella Typhimurium, GFP reporter (AID 1863); S. Typhimurium PhoP-regulated promoter GFP reporter, 4 h; higher % means a stronger effect; one-dose inhibition, % at 50 µM; IC50 in µM for titrated hits; 0.16% of 300,000 active;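 active = inhibition over 29.93%, a cutoff 3 SD above the screen mean, later confirmed by dose response; inconclusive = inhibition over 29.93% but no dose response follow-up; inactive = inhibition at most 29.93% or unconfirmed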;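 also: 0% = low Mg2+ inducing control and 100% = high Mg2+ repressing control; strong numbers were not always called active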
bCat nuc transl: alters nuclear translocation of beta-catenin in HeLa cells; immunofluorescence imaging; AID 1665; nuclear translocation activity, % at 5 µM; 0.3% of 190,000 active;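 active = nuclear translocation activity above 50% at 5 µM, with a well cell count of 50 or more; inconclusive = wells under 50 cells across six images, flagged as toxic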;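 also: per-cell ratio of nuclear to cytoplasmic median beta-catenin stain intensity; plate controls were DMSO negative control for no effect and GSK-3 inhibitor IX positive control for full effect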
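System: Human HeLa cells, endogenous beta-catenin | Compound dosing: 5 µM primary, 0.02–20 µM confirmation | Timing: 24 h compound exposure at 37°C, 5% CO2 | Measured by: Fluorescence imaging of beta-catenin antibody stain plus DAPI | Read-out basis: % activation of per-cell nuclear versus cytoplasmic median beta-catenin signal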
T cell HTS: T cell immune modulation candidate; 2C CD8+ T cell-vesicle binding, flow cytometry; stronger effect = lower value; 0.068% of 330,000 active; AID 2052; calls only at 7 µM;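 active = response, share of CD8 T cells binding vesicles, and their 90th percentile fluorescence all below set limits, cut at about 80% in these data, passing the limit was not always enough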
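Incubation: binding step 1.5 h, 37 °C, antibody labelling 20 min, ice; system: murine 2C transgenic CD8+ T lymphocytes; technique: cytometric PE anti-B7-1 and Alexa647 anti-CD8 signals after 1% paraformaldehyde fixation; also added: QL9-charged Drosophila Ld/ICAM-1/B7-1 vesicles; control set: naked versus QL9-loaded vesicles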
WT yeast gro inh mutant strain: recorded beside WT yeast gro inh, whose call it bears; inhibition, %; mitochondrial fusion phenotypic screen, mutant strain inhibition
bCat nuc transl cell count 5 µM: also measured in bCat nuc transl; calls as there; cell count; measured here: cell count, cytotoxicity flag
T cell HTS vesicle-bound %: also measured in T cell HTS; calls as there; double positive events, %; measured here: CD8+ vesicle-bound cell fraction;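 binding gate set so that unloaded-vesicle control wells show 10% double positive cells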
Myeloid diff 2 GFP+ MAC1+ %: further read-out of Myeloid diff 2, marked with its call; GFP+ MAC1+ double positive, %; measured here: differentiation confirmed by MAC1 staining
The depositor's hits bear a star; i = inactive; ? = inconclusive; nt = no result given; + = active, no number. The order is random. About 3.6% of those tested had a hit in this group.

The opening 3 entries, ahead of the listing:
Every second line gives: SV40 large T antigen, Rac1 GTP hydrolysis, WT yeast gro inh, WT yeast gro inh mutant strain, Myeloid diff 2, Myeloid diff 2 GFP+ MAC1+ %, West Nile antiviral, RSV CPE inhibition, PhoP inhibition, bCat nuc transl, bCat nuc transl cell count 5 µM, T cell HTS, T cell HTS vesicle-bound %
[1] C=CCNc1nc(C(=O)OCC(=O)c2ccccc2)cs1
 : -15%, -3%, nt, nt, i, 0.7, -0.2%, 1.4%, 4%, nt, nt, i, 56
[2] Cc1ccc(SCC2(O)CCN(C(=O)c3ccc(Cl)cc3)CC2)cc1
 : 2%, 8%, 11, 27, i, 0.6, -0.1%, 8.9%, 5%, 1.2, 1288, i, 24
[3] CC(=O)Nc1ccc(NC(=O)c2ccc(N(C)S(=O)(=O)c3ccc(C)cc3)cc2)cc1
 : 26%, 8%, nt, nt, i, 0.5, 0.5%, 1.6%, -4%, nt, nt, i, 22

All compounds of this part, repeating the preview:
Every second line gives: SV40 large T antigen, Rac1 GTP hydrolysis, WT yeast gro inh, WT yeast gro inh mutant strain, Myeloid diff 2, Myeloid diff 2 GFP+ MAC1+ %, West Nile antiviral, RSV CPE inhibition, PhoP inhibition, bCat nuc transl, bCat nuc transl cell count 5 µM, T cell HTS, T cell HTS vesicle-bound %
[1] C=CCNc1nc(C(=O)OCC(=O)c2ccccc2)cs1
 : -15%, -3%, nt, nt, i, 0.7, -0.2%, 1.4%, 4%, nt, nt, i, 56
[2] Cc1ccc(SCC2(O)CCN(C(=O)c3ccc(Cl)cc3)CC2)cc1
 : 2%, 8%, 11, 27, i, 0.6, -0.1%, 8.9%, 5%, 1.2, 1288, i, 24
[3] CC(=O)Nc1ccc(NC(=O)c2ccc(N(C)S(=O)(=O)c3ccc(C)cc3)cc2)cc1
 : 26%, 8%, nt, nt, i, 0.5, 0.5%, 1.6%, -4%, nt, nt, i, 22
[4] O=C(C1CC(=O)N(c2ccc3c(c2)OCCO3)C1)N1CCN(Cc2ccccc2)CC1 (stereo unspecified)
 : nt, 4%, nt, nt, i, 0.7, nt, 0.9%, nt, nt, nt, i, 40
[5] Cc1ccc(C)c(N(CC(=O)NC2CCCCC2)C(=O)c2csnn2)c1
 : 4%, 4%, nt, nt, i, 1.7, -0.2%, 1.2%, -6%, nt, nt, i, 41
[6] O=C(NC(Cc1ccccc1)C(=O)O)/C(=C\c1ccco1)NC(=O)c1ccco1 (stereo unspecified)
 : 8%, 5%, 1, -3, i, 0.4, -0.7%, -1.7%, 7%, 0.0, 1421, i, 52
[7] N#CCSc1n[nH]c2nc3c(c(=O)n12)C1(CCCCC1)Cc1ccccc1-3
 : 7%, 19%, nt, nt, i, 0.4, -0.1%, -1.9%, -9%, -0.5, 1308, i, 54
[8] O=C(CSc1cccc(C(F)(F)F)c1)Nc1cc(S(=O)(=O)N2CCCC2)ccc1Cl
 : 4%, 5%, 24, 2, i, 2.0, -0.7%, 10%, 2%, -3.9, 552, i, 48
[9] CCCC1CCC(c2ccc(/C(N)=N/O)cc2)CC1 (stereo unspecified)
 : 4%, 0%, 48, 48, i, 0.3, -1.1%, 6.8%, -1%, 1.1, 1495, i, 28
[10] COc1cccc(CNC(=O)CC(NC(C)=O)c2ccccc2)c1 (stereo unspecified)
 : 8%, 7%, 3, 16, i, 0.4, 0.4%, 3.1%, 2%, -0.6, 1137, i, 54
[11] O=C(Cc1ccccc1)N[C@@H](Cc1ccccc1)C(=O)O
 : 0%, 7%, 2, 9, i, 1.9, 1.4%, 1.2%, -11%, -3.2, 1178, nt, nt
[12] COc1cc(NS(=O)(=O)c2ccc(OC)c(OC)c2)cc(OC)c1
 : 13%, 9%, -1, -9, i, 5.2, 0.9%, -0.5%, -6%, 3.9, 1167, i, 10
[13] Cc1ccccc1Cn1ccc(-c2ccc3c(c2)OCO3)n1
 : -3%, 4%, 1, 4, i, 1.1, 0.2%, 4.3%, 8%, -0.9, 1298, i, 41
[14] CCN=C(Nc1ccc2c(c1)OCO2)SC1CC(=O)N(c2ccccc2F)C1=O (stereo unspecified)
 : 0%, 9%, 7, -4, nt, nt, 0.1%, -1.7%, 5%, -5.9, 1032, i, 27
[15] CC(C)n1c(SC2C(=O)CC(C)(C)CC2=O)nc2c1c(=O)n(C)c(=O)n2C
 : 11%, 4%, 0, 1, i, 4.3, -0.3%, -1.5%, 8%, -3.7, 1140, i, 41
[16] O=C(c1cccc(NC2=NC3CS(=O)(=O)CC3S2)c1)N1CCN(c2cccc(Cl)c2)CC1 (stereo unspecified)
 : 16%, 6%, nt, nt, i, 2.0, 1.9%, 1.2%, nt, nt, nt, i, 22
[17] Cc1ccccc1C(=O)Nc1c2c(nc3ccccc13)CCCC2
 : 10%, 11%, 15, 8, i, 0.1, -0.6%, 2.5%, -6%, -1.6, 1144, i, 30
[18] COc1ccc(N(C(=O)c2csnn2)C(C(=O)NC2CCCC2)c2cccs2)cc1 (stereo unspecified)
 : 31%, 6%, nt, nt, i, 3.4, -0.9%, 0.6%, 1%, nt, nt, i, 41
[19] O=C(O)COc1cccc(NC(=O)C2CCCO2)c1 (stereo unspecified)
 : 8%, 7%, -6, 13, i, 0.8, 0.5%, 1.3%, -3%, -1.3, 1034, i, 21
[20] Cc1ccc(C)c(OCc2ccc(C(=O)N3N=C(C(F)F)CC3(O)C(F)F)o2)c1 (stereo unspecified)
 : 7%, -4%, 16, -26, i, 0.3, -1.6%, ?, 11%, nt, nt, i, 52

Some entries already given, reduced to RSV CPE inhibition and West Nile antiviral.
No. | Structure | RSV CPE inhibition | West Nile antiviral
11 | O=C(Cc1ccccc1)N[C@@H](Cc1ccccc1)C(=O)O | 1.2% | 1.4%
16 | O=C(c1cccc(NC2=NC3CS(=O)(=O)CC3S2)c1)N1CCN(c2cccc(Cl)c2)CC1 (stereo unspecified) | 1.2% | 1.9%

Continued:
Every second line gives: SV40 large T antigen, Rac1 GTP hydrolysis, WT yeast gro inh, WT yeast gro inh mutant strain, Myeloid diff 2, Myeloid diff 2 GFP+ MAC1+ %, West Nile antiviral, RSV CPE inhibition, PhoP inhibition, bCat nuc transl, bCat nuc transl cell count 5 µM, T cell HTS, T cell HTS vesicle-bound %
[21] COc1ccc(NC(=O)CSc2nc3scc(C)c3c(=O)[nH]2)cc1
 : 10%, 3%, nt, nt, i, 0.3, -0.3%, 2.5%, -5%, nt, nt, i, 9
[22] CC(=O)N1CCN(C(=O)c2cc(S(=O)(=O)N(C)c3ccc(F)cc3)ccc2Cl)CC1
 : 5%, 5%, nt, nt, i, 0.7, nt, 0.5%, -9%, nt, nt, i, 57
[23] CCNc1sc(C(=O)c2cccs2)c(N)c1C#N
 : 26%, -24%, -5, 10, i, 1.3, 1.3%, 3.9%, -8%, nt, nt, i, 48
[24] Cc1ccc(N2CCN(S(=O)(=O)c3ccc4oc(=O)ccc4c3)CC2)c(C)c1
 : 5%, -3%, nt, nt, ?, nt, -1.6%, 10%, 2%, nt, nt, i, 10
[25] O=C1C2CC=CCC2C(=O)N1c1n[nH]c(-c2ccccc2)n1 (stereo unspecified)
 : -1%, 12%, -4, -2, i, 0.5, -0.1%, 2.9%, 15%, -3.6, 1086, i, 25
[26] Cc1cc(C)cc(NC(=O)N2CCCN(Cc3c(F)cccc3Cl)CC2)c1
 : 4%, 8%, nt, nt, i, 0.9, -0.8%, nt, -3%, -1.4, 1204, i, 32
[27] CCOC(=O)c1c(NC(=O)CSc2nnc(C)s2)sc2c1CCCCC2
 : 9%, -2%, 15, -9, i, 0.9, 0.4%, 8.7%, 14%, -1.0, 1405, i, 45
[28] O=C(COC(=O)c1cc(Cl)ccc1[N+](=O)[O-])NCc1ccc(Cl)cc1Cl
 : 0%, 7%, 61*, 24*, i, 1.5, -0.3%, 0.2%, 19%, -1.2, 551, i, 4
[29] CC(C)(C)C(=O)COC(=O)CCc1nc2ccccc2[nH]c1=O
 : 23%, 6%, -8, 6, i, 0.2, -0.5%, -0.7%, 0%, 0.5, 1285, i, 44
[30] CC(NS(=O)(=O)/C=C/c1ccccc1)c1ccccc1 (stereo unspecified)
 : -2%, 4%, -22, 8, i, 0.2, -0.4%, -0.6%, -2%, -0.6, 1062, i, 30

Following part.
Labels used below – A = SV40 large T antigen; B = Rac1 GTP hydrolysis; C = WT yeast gro inh; D = WT yeast gro inh mutant strain; E = Myeloid diff 2; F = Myeloid diff 2 GFP+ MAC1+ %; G = West Nile antiviral; H = RSV CPE inhibition; I = PhoP inhibition; J = bCat nuc transl; K = bCat nuc transl cell count 5 µM; L = T cell HTS; M = T cell HTS vesicle-bound %
31: COc1ccc(S(=O)(=O)NC2CCCCC2)cc1C
  A: 9%; B: 0%; C: -11; D: 1; E: i; F: 1.2; G: -0.9%; H: 6.7%; I: -4%; J: nt; K: nt; L: i; M: 33
32: Cc1noc(/C=C/c2ccccn2)c1[N+](=O)[O-]
  A: 21%; B: 2%; C: nt; D: nt; E: +; F: nt; G: -2.6%; H: 0.6%; I: 3%; J: nt; K: nt; L: i; M: 57
33: COc1ccc(S(N)(=O)=O)cc1C(=O)NCC1(N2CCCCC2)CCCCC1
  A: 12%; B: 4%; C: -1; D: 6; E: i; F: 0.5; G: 0.6%; H: 0.6%; I: 5%; J: -1.6; K: 1163; L: i; M: 60
34: CCC(=O)c1cc2c(cc1NC(=O)c1ccccc1)OCCO2
  A: 10%; B: 4%; C: 12; D: 8; E: i; F: 1.5; G: -0.2%; H: 1.4%; I: 6%; J: -15; K: 1200; L: i; M: 59
35: CCC1CCCCN1C(=O)CSc1nnc(-c2ccco2)o1 (stereo unspecified)
  A: 4%; B: 3%; C: 2; D: -6; E: i; F: 1.1; G: -0.3%; H: 1.8%; I: 3%; J: -1.9; K: 478; L: i; M: 64

Source: PubChem BioAssay (several laboratories)
